MgcRacGAP inhibition: MgcRacGAP GTPase-activating activity inhibitors, confirmation, biochemical, ADP Hunter fluorescence. MgcRacGAP-stimulated Rac1 GTP hydrolysis, ADP Hunter fluorescence; higher % means a stronger effect; GST-tagged Rac1 F28L mutant substrate. 340,000 compounds, 0.6% hits. inhibition, % at 30 µM; hits with a dose series show IC50 in µM;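 active means first-screen hits whose inhibition reached a set limit at any dose in the follow-up dose series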;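 further: fluorescence reports GDP produced by GAP-driven GTP hydrolysis; strong numbers were not always called active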
Myeloid diff 2: compounds promoting myeloid differentiation; ER-HoxA9 myeloid progenitors, lysozyme-GFP differentiation, flow cytometry; calls only at 10 µM; 360,000 compounds, 1% hits; AID 624256;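 active means normalized GFP-positive differentiation at or above the plate's own cutoff, the solvent-only control mean plus 3 SD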;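 further: cells exposed to compound for four days before flow analysis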
Myeloid diff 2 GFP+ MAC1+ %: also measured in Myeloid diff 2; calls as there; GFP+ MAC1+ double positive, %; measured here: differentiation confirmed by MAC1 staining
* marks the source's active call; other numbers are inactive results; i = inactive. Only part of the results is shown; rates above refer to the full screens.

SMILES | MgcRacGAP inhibition | Myeloid diff 2 | Myeloid diff 2 GFP+ MAC1+ %
O=C(COC(=O)/C=C/c1ccc(F)cc1)NC(=O)NCc1ccccc1 | 12% | i | 0.6
CC1(c2cccc(Br)c2)NC(=O)N(CC(=O)c2ccc3c(c2)OCO3)C1=O (stereo not drawn) | 14% | i | 2.1
COC(=O)CCN1CCC2CC1c1cc(N3CCCCC3)ccc12 (stereo not drawn) | 6% | i | 0.8
Nc1ccn(CCCN2CCN(Cc3cccc4ccccc34)CC2)c(=O)n1 | 20% | i | 0.8
CCOC(=O)C(C(=O)c1ccccc1)C(c1ccccc1)c1nccc2ccccc12 (stereo not drawn) | 3% | i | 0.2
Cc1ccc(S(=O)(=O)N2CCCc3ccccc32)cc1 | 7% | i | 0.5
CCN(C(=O)CN1C(=O)S/C(=C\c2ccccc2Cl)C1=O)C1CCS(=O)(=O)C1 (stereo not drawn) | 7% | i | 0.6
Nc1c(CNCc2nnn(Cc3ccccc3)c2N)nnn1Cc1ccccc1 | 6% | i | 0.9
C[C@H]1CN([C@@H](C)CO)C(=O)c2cc(C3=CCCCC3)cnc2O[C@@H]1CN(C)C(=O)Cc1ccccc1 | -15% | i | 0.6
COC(=O)CCC(C)C1CCC2C3C(OC(C)=O)CC4CC(O)CCC4(C)C3CC(O)C12C (stereo not drawn) | 6% | i | 1.3
CSc1nc(N)c(C(=O)N(c2ccccc2)c2ccccc2)s1 | 2% | i | 0.3
CN(C)CCNC(=O)C(=O)NCC1OCCN1S(=O)(=O)c1ccc(F)cc1 (stereo not drawn) | 10% | i | 0.9
C=CCNC(=S)N1CCC2CC1c1c(Cl)cccc12 (stereo not drawn) | 17% | i | 2.1
COc1ccc(C(=O)CC(C(=O)O)c2ccc3c(c2)OCO3)cc1OC (stereo not drawn) | 4% | i | 0.5
C[C@H](CO)NC(=O)c1[nH]cnc1C(=O)Nc1cccc(Cl)c1 | 11% | i | 1.3
C[C@@H]1CN([C@H](C)CO)C(=O)c2c(c3ccccc3n2C)-c2ccccc2CO[C@H]1CN(C)C(=O)c1cc(Cl)cc(Cl)c1 | 19% | i | 0.8
COc1ccc(CCNC(=O)C(=O)c2cn(CC(=O)N3CCCC3)c3ccccc23)cc1OC | 6% | i | 0.2
Cc1cccc(NC(=O)C(=O)NCC2CCCN2S(=O)(=O)c2cccs2)c1 (stereo not drawn) | -7% | i | 0.2
COCOCCn1cc(CN2CCS(=O)(=O)N(Cc3ccc(-c4ccc(F)nc4)cc3)C(C)C2=O)nn1 (stereo not drawn) | 7% | i | 0.9
O=C(NCCc1ccccc1)c1c[nH]c2ccccc2c1=O | 2% | i | 0.5
C[C@H]1CN([C@@H](C)CO)C(=O)CCCn2nncc2CO[C@@H]1CN(C)C(=O)Cc1ccccc1 | 11% | i | 1.9
CC1C(c2ccccc2)OCCN1C(=S)Nc1ccc(S(=O)(=O)N2CCCCC2)cc1 (stereo not drawn) | 9% | i | 0.1
COc1cccc(NC(=O)N(C)C[C@H]2OCc3cn(nn3)CCCC(=O)N([C@@H](C)CO)C[C@@H]2C)c1 | -18% | i | 1.4
C[C@H]1CN([C@@H](C)CO)C(=O)c2cc(-c3cccc(C#N)c3)cnc2O[C@H]1CN(C)C(=O)c1ccccn1 | 8% | i | 1.2
O=C(O)c1ccc(CSCc2ccccc2)o1 | -6% | i | 0.4
CCOC(=O)CC1COCCN1C(=O)c1cc(COc2ccccc2SC)on1 (stereo not drawn) | 8% | i | 0.7
CC(CC(=O)c1ccccc1)=NCCCN=C(C)CC(=O)c1ccccc1 | 5% | i | 1.1
COc1cccc(C#CC2=CC(=O)C[C@H](c3ccc(F)cc3)C2)c1 | 14% | i | 0.6
Nc1ccc2c(c1)[nH]c(=O)c1cc(N)ccc12 | 11µM* | i | 1.1
COc1cccc(-c2cnc3c(c2)C(=O)N([C@H](C)CO)C[C@@H](C)[C@H](CN(C)C(=O)Nc2ccccc2F)O3)c1 | 12% | i | 0.8
Cc1noc(C)c1NC(=O)N(C)C[C@@H]1Oc2ncc(Br)cc2C(=O)N([C@@H](C)CO)C[C@@H]1C | 12% | i | 0.1
Cc1cccc(NC(=O)CSc2nnc3ccc(-c4cccnc4)nn23)c1 | 17% | i | 0.8
O=C(/C=C/c1ccc(F)cc1)Nc1cc(S(=O)(=O)N2CCOCC2)ccc1N1CCOCC1 | 14% | i | 0.2
CC1=C(C(=O)Nc2cc(C(=O)N3CCN(c4ccc(Cl)cc4)CC3)ccc2C)SCCO1 | 15% | i | 2.1
Cc1ccc(NC(=O)COC(=O)CN2CCSC2=O)cc1Cl | 3% | i | 1.0
Cc1cc(=O)n(Nc2ccccc2)c(O)c1C#N | 8% | i | 0.8
Cc1cc(C)c(S(=O)(=O)c2ccc(F)cc2)c(C)c1 | 7% | i | 1.1
CSc1ncnc2c1ncn2CCCNCC1CCCCC1 | 11% | i | 0.9
COc1ccc(/C=C2\SC(=O)N(CCCC(=O)Nc3ccc(C(=O)O)cc3)C2=O)cc1 | 8% | i | 1.1
O=C(C[C@@H]1C[C@@H]2c3cc(NC(=O)C4CCC4)ccc3O[C@@H]2[C@@H](CO)O1)NCc1ccc(Cl)cc1 | 7% | i | 1.7

An excerpt from above in order of their number in Myeloid diff 2 GFP+ MAC1+ %, highest first.
compound	Myeloid diff 2 GFP+ MAC1+ %
O=C(C[C@@H]1C[C@@H]2c3cc(NC(=O)C4CCC4)ccc3O[C@@H]2[C@@H](CO)O1)NCc1ccc(Cl)cc1	1.7
Cc1ccc(NC(=O)COC(=O)CN2CCSC2=O)cc1Cl	1.0
Cc1cccc(NC(=O)CSc2nnc3ccc(-c4cccnc4)nn23)c1	0.8
CCOC(=O)CC1COCCN1C(=O)c1cc(COc2ccccc2SC)on1 (stereo not drawn)	0.7
O=C(O)c1ccc(CSCc2ccccc2)o1	0.4
O=C(/C=C/c1ccc(F)cc1)Nc1cc(S(=O)(=O)N2CCOCC2)ccc1N1CCOCC1	0.2
CC1C(c2ccccc2)OCCN1C(=S)Nc1ccc(S(=O)(=O)N2CCCCC2)cc1 (stereo not drawn)	0.1

(listing goes on)
SMILES | MgcRacGAP inhibition | Myeloid diff 2 | Myeloid diff 2 GFP+ MAC1+ %
O=c1c(OCc2ccccc2)cccn1Cc1ccccc1 | 9% | i | 1.1
C[C@@H]1CN([C@H](C)CO)C(=O)CCCn2cc(nn2)CO[C@H]1CN(C)C(=O)Nc1cccc(F)c1 | 15% | i | 0.3
O=C(CCN1C(=O)NC2(CCCC2)C1=O)Nc1ccc(Sc2ccc(Br)cc2)cc1 | 3% | i | 1.9
CC(C)(C)Cc1c(-c2ccc(Br)cc2)nc2ccc(Cl)cn12 | 11% | i | 0.8
Cc1ccc2cccc(CC(=O)NN)c2c1 | -1% | i | 0.3
CCC/C=C/c1ccc(CN2C(C)C(=O)N(Cc3cn(CC4CCCCC4)nn3)CCS2(=O)=O)cc1 (stereo not drawn) | 9% | i | 1.3
COc1cc(C(=O)NCC(c2cccs2)N2CCOCC2)ccc1OCc1ccccc1 (stereo not drawn) | 5% | i | 2.1
O=C(c1ccco1)N1CCN(c2ncnc3scc(-c4ccc(Cl)cc4)c23)CC1 | 14% | i | 1.4
C[C@@H]1CN([C@@H](C)CO)C(=O)c2ccccc2-c2ccccc2CO[C@@H]1CN(C)S(=O)(=O)c1ccc(C(F)(F)F)cc1 | 23% | i | 1.3
C[C@@H]1CN([C@H](C)CO)C(=O)c2cc(-c3ccc(F)cc3)cnc2O[C@H]1CN(C)C(=O)c1ccc(F)cc1 | 17% | i | 0.6
COc1cccc(NC(=O)C2CCN(S(=O)(=O)c3ccc(N4CCCC4=O)cc3)CC2)c1 | 5% | i | 0.8
CSC[C@H]1CN(Cc2cccnc2)C(=O)[C@@H]1CC(=O)Nc1ccc(Br)cc1 | -6% | i | 0.0
N#Cc1ccc(OCC(=O)Nc2nc(-c3ccccn3)cs2)cc1 | 4% | i | 2.3
O=C(Nc1cccc(C(=O)O)c1)/C(=C\c1ccc2c(c1)OCO2)NC(=O)c1ccccc1Br | 4% | i | 0.2
CC(=Cc1cccs1)C(=O)c1ccccc1 | 4% | i | 1.5
CN1CCN(C(=O)C(=O)c2cn(CC(=O)N3CCOCC3)c3ccccc23)CC1 | 8% | i | 1.3
CCCn1c(N)c(N(CCOC)C(=O)COC(=O)COc2c(C)cc(C)cc2C)c(=O)[nH]c1=O | 19% | i | 0.7
Cc1cccc(NC(=O)c2ncn3c2C(=O)NC[C@H]3C)c1 | 8% | i | 0.8
COC(=O)c1cn(C)c2ccc(S(=O)(=O)N(C)C3CCCCC3)cc2c1=O | -2% | i | 0.6
Cc1ccc(Cc2c(-c3ccc(Cl)cc3)nc3ccc(Br)cn23)cc1 | 16% | i | 0.4

The final five records of the section before are carried over, then new ones follow:
SMILES | MgcRacGAP inhibition | Myeloid diff 2 | Myeloid diff 2 GFP+ MAC1+ %
CN1CCN(C(=O)C(=O)c2cn(CC(=O)N3CCOCC3)c3ccccc23)CC1 | 8% | i | 1.3
CCCn1c(N)c(N(CCOC)C(=O)COC(=O)COc2c(C)cc(C)cc2C)c(=O)[nH]c1=O | 19% | i | 0.7
Cc1cccc(NC(=O)c2ncn3c2C(=O)NC[C@H]3C)c1 | 8% | i | 0.8
COC(=O)c1cn(C)c2ccc(S(=O)(=O)N(C)C3CCCCC3)cc2c1=O | -2% | i | 0.6
Cc1ccc(Cc2c(-c3ccc(Cl)cc3)nc3ccc(Br)cn23)cc1 | 16% | i | 0.4
C[C@@H]1CN([C@@H](C)CO)S(=O)(=O)c2ccc(Br)cc2O[C@H]1CN(C)Cc1ccccc1F | 9% | i | 0.5
COc1ccc(C(=O)COC(=O)CCn2c(C)csc2=O)c(OC)c1 | 10% | i | 0.7
COc1ccc(CN(C)C(=O)c2cc(-c3ccccc3)nc3ccc(C)cc23)c(OC)c1 | -1% | i | 0.4
CN(CC(=O)Nc1ccc(Cl)c(Cl)c1)CC(=O)N1CCc2ccccc21 | 0% | i | 2.0
Cc1ccc([C@H]2C[C@@H](n3cc(-c4ccc(F)cc4)nn3)[C@H](O)CN2C(=O)C2CCCCC2)cc1 | 11% | i | 0.5
CCCCCCN1C[C@H](O)[C@@H](n2cc(COC(=O)c3ccccc3)nn2)C[C@@H]1c1ccc(Cl)cc1 | 8% | i | 0.5
CC(C)C1C(=O)N(Cc2cn(CCC3OCCO3)nn2)CCS(=O)(=O)N1Cc1ccc(-c2ccccc2)cc1 (stereo not drawn) | 11% | i | 0.2
CC(C)c1cc(C(=O)N(C)C2CCCN(Cc3ccccc3F)C2)n(C)n1 (stereo not drawn) | -23% | i | 0.8
CC1(C)CN(Cc2ccccc2)C(=O)[C@H]1CC(=O)Nc1ccccc1 | -4% | i | 0.3
C[C@@H]1CN([C@@H](C)CO)C(=O)CCCn2cc(nn2)CO[C@H]1CN(C)S(=O)(=O)c1ccc2ccccc2c1 | 8% | i | 1.1
COc1ccc(CNC(=O)C[C@@H]2C[C@H]3c4cc(NC(=O)NC5CCCC5)ccc4O[C@H]3[C@H](CO)O2)cc1 | 4% | i | 2.2
COc1ccc(-c2ccc3[nH]c4c(c3c2)CCN2C(=O)[C@@H]([C@H](C)O)[C@@H](N(C)C(=O)Nc3cc(Cl)cc(Cl)c3)C[C@@H]42)cc1 | 10% | i | 2.0
O=C(COC(=O)c1ccc(F)cc1Cl)NC1CC1 | 4% | i | 0.5
CC(=O)N1C[C@H]2CON(C)[C@H]2C[C@H]1c1ccc(-c2cccnc2)cc1 | 18% | i | 0.2

Three compounds picked at random from those above:
SMILES | MgcRacGAP inhibition | Myeloid diff 2 | Myeloid diff 2 GFP+ MAC1+ %
CC1(C)CN(Cc2ccccc2)C(=O)[C@H]1CC(=O)Nc1ccccc1 | -4% | i | 0.3
CC(C)C1C(=O)N(Cc2cn(CCC3OCCO3)nn2)CCS(=O)(=O)N1Cc1ccc(-c2ccccc2)cc1 (stereo not drawn) | 11% | i | 0.2
CCCCCCN1C[C@H](O)[C@@H](n2cc(COC(=O)c3ccccc3)nn2)C[C@@H]1c1ccc(Cl)cc1 | 8% | i | 0.5

Single records, as listed above. Values in the order: MgcRacGAP inhibition | Myeloid diff 2 | Myeloid diff 2 GFP+ MAC1+ %
Entry for `CC(C)C1C(=O)N(Cc2cn(CCC3OCCO3)nn2)CCS(=O)(=O)N1Cc1ccc(-c2ccccc2)cc1` (stereo not drawn) → 11% | i | 0.2
Entry for `O=C(COC(=O)c1ccc(F)cc1Cl)NC1CC1` → 4% | i | 0.5
Entry for `COc1ccc(-c2ccc3[nH]c4c(c3c2)CCN2C(=O)[C@@H]([C@H](C)O)[C@@H](N(C)C(=O)Nc3cc(Cl)cc(Cl)c3)C[C@@H]42)cc1` → 10% | i | 2.0

Assay outcomes: PubChem, several laboratories
